Screening results as filed in PubChem.
Apoferritin bind: binds horse apoferritin like a general anesthetic. P02791. apoferritin/1-aminoanthracene competitive binding, fluorescence. Potency, µM (doses to about 77.5 µM), inactives show at the highest dose activity change, negative = displacement, actives largely listed as inhibitors. 350,000 tested, 0.074% active. AID 485281; also: potency is read from the fitted curve at half-maximal effect; % is scaled to controls: 0 for no effect and ±100 for the full control effect; nearly all actives have a fitted effect of over 20% in size
Target sequence (P02791 2-175 limits assumed): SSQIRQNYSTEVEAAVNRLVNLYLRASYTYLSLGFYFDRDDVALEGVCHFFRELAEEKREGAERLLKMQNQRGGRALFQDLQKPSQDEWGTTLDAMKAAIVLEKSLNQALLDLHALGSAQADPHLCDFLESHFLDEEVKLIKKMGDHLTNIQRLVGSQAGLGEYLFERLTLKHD
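Horse-spleen apoferritin (10 uM) in 50% saturated 1-aminoanthracene in PBS was incubated 10 min at room temperature with compound. Fluorescence (ex 380, em 535 nm) was normalized to free and bound 1-AMA, with concentration-response fitted by a four-parameter Hill equation.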
Pol eta inh: blocks human DNA polymerase eta activity; 390,000 tested, 1.2% active; recombinant Pol eta, fluorescent DNA replication assay; AID 588591; Potency, µM (series often up to 114 µM), without a hit: at the top dose activity change, negative = inhibition, usual class: inhibitors; also: potency is read from the fitted curve at half-maximal effect; % is scaled to controls: 0 for no effect and ±100 for the full control effect
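Fluorescent replication assay: 50 nM final substrate added after a 15 min room-temperature compound preincubation with 10 nM enzyme. Signal taken at 0 min and again at 10 min.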
APEX1 inh: APE1 (human) endonuclease inhibition; P27695; recombinant APE1, TAMRA/BHQ-2 abasic DNA cleavage fluorescence; Potency, µM (titrated, usually from 65.8 µM), without a hit: at the top dose activity change, negative = inhibition, actives largely listed as inhibitors; 350,000 tested, 0.35% active; AID 2517;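 also: potency is read from the fitted curve at half-maximal effect; plate controls were vehicle for no effect and reference inhibitor for full effect; nearly all actives have a fitted effect of over 55% in size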
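Step 1: APE1 (0.75 nM) with compound, 15 min RT. Step 2: add 50 nM fluorophore/quencher THF duplex. Step 3: three fluorescence reads 60 s apart (525/598 nm); read 3 minus read 1 = reaction progress.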
LDHA block: blocks human lactate dehydrogenase A; purified LDHA, NADH/diaphorase-resazurin fluorescence; stronger effect = lower value; activity change, % (values are at about 110 or 230 µM); 480,000 tested, 0.15% active; AID 1347041; in the data active = activity change below about -30%; inconclusive = mostly about -25% to -30%;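 also: plate controls were DMSO wells for no effect and wells without enzyme for full effect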
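Resorufin fluorescence (ex540/em590), read at 0 and 20 min after diaphorase/resazurin addition, reports the NADH left after a 5 min room-temperature reaction of 2 nM human LDH5 with 0.06 mM NADH and 0.2 mM pyruvate.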
Glioma ERSR ind: inducers of ER stress response in human glioma cells. U87-MG GRP78 promoter luciferase reporter, 16 h. Potency, µM, inactives show at the top dose activation, usual class: activators. 420,000 tested, 0.02% active; also: potency is read from the fitted curve at half-maximal effect; series mostly up to about 76 µM; % of control where 0% means no effect; nearly all actives have a fitted effect of over 35% in size
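Stably transfected U87-MG human glioma cells carrying a GRP78-based luminescent sensor were seeded at 1000 cells/well, pin-dosed with compounds and incubated 16 h. Luciferase reagent was then added, and end-point luminescence was read after 10 min at room temperature.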
BLM helicase inh: Bloom syndrome helicase (human) inhibition; P54132; recombinant BLM DNA unwinding, fluorescence dequenching; AID 2528; 350,000 tested, 0.2% active; Potency, µM (doses to about 56.1 µM), without a hit: at the highest dose activity change, negative = inhibition, actives largely listed as inhibitors;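 also: potency is read from the fitted curve at half-maximal effect; plate controls were vehicle for no effect and no enzyme for full effect; nearly all actives have a fitted effect of over 35% in size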
POLI inh: blocks human DNA polymerase iota activity | Q9UNA4 | Pol iota fluorescent replication assay, 10 min | Potency, µM (top dose mostly 115 µM), for the others: at the highest dose activity, negative = inhibition, actives largely listed as inhibitors | 390,000 tested, 1% active; also: potency is read from the fitted curve at half-maximal effect
Target sequence (Q9UNA4 whole entry, looked up): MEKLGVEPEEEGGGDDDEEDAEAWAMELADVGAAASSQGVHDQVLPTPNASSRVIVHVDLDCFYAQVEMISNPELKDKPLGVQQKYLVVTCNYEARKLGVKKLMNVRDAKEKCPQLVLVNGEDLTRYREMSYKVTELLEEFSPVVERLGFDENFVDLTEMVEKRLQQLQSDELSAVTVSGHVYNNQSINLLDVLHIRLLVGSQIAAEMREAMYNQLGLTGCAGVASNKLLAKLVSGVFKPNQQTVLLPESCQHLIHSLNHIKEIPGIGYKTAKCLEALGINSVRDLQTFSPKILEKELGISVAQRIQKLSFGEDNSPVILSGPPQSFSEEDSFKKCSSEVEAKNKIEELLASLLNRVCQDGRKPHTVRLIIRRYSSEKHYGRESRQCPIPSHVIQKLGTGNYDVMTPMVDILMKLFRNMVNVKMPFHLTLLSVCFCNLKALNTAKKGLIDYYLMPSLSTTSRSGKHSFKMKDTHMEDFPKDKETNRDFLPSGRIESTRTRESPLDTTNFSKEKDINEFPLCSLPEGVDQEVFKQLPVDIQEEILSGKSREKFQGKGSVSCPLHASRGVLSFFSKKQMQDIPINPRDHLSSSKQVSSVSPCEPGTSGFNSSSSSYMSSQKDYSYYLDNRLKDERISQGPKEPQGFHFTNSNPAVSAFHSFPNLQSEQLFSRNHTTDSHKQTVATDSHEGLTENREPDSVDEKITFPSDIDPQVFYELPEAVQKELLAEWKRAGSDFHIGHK
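Pol iota at 10 nM preincubated 15 min with compounds at room temperature; reaction started with fluorescent substrate, 50 nM final. Fluorescence read kinetically at 0 and 10 min; buffer-only wells as negative control.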
POLK inh: inhibitors of human DNA polymerase kappa | purified Pol kappa, fluorescent DNA synthesis assay, 10 min | Potency, µM (doses to about 107 µM), inactives show at the top dose activity, negative = inhibition, most hits filed as inhibitors | 400,000 tested, 0.53% active; also: potency is read from the fitted curve at half-maximal effect; % is scaled to controls: 0 for no effect and ±100 for the full control effect
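Fluorescent qHTS in 1536-well format: enzyme (10 nM) and compound sat 15 min at room temperature before 50 nM substrate (final) was added. Signal taken at 0 and 10 min; no-enzyme buffer wells were negative controls.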
POLB inh: inhibitors of human DNA polymerase beta. P06746. Pol beta primer extension/strand displacement, fluorescence kinetic. Potency, µM (series often up to 114 µM), for the others: top-dose activity change, negative = inhibition, hits mostly inhibitors. 340,000 tested, 1.3% active. AID 485314; also: potency is read from the fitted curve at half-maximal effect; % is scaled to controls: 0 for no effect and ±100 for the full control effect
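10 nM enzyme + cpd, 15 min RT; start with substrate 50 nM final; read 0 min and after 10 min RT. Corrected, normalized data; 4-parameter Hill curve fit.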
* marks the source's active call; other numbers are inactive results; ? = inconclusive; nt = not tested or not shown; [ ] = another dose, or the depositor's remark. Unless noted, calls follow the shape of the dose curve; as a rule, active = well fitted curve in the direction sought with a large enough effect; inconclusive = small, poorly fitted or top-dose-only effect, or another doubt; inactive = no such curve, though single readings can be large; an effect the other way counts as inactive or inconclusive. These rows are one share of the data. The share of hits here may be higher or lower than overall.

SMILES	Apoferritin bind	Pol eta inh	APEX1 inh	LDHA block	Glioma ERSR ind	BLM helicase inh	POLI inh	POLK inh	POLB inh
O=C(NNC(=O)C1CC2CCC1C2)c1sc2ccccc2c1Cl (centres undefined)	-10%	?	5%	-6	2%	-1%	8%	-8%	-4%
CC/C(=N\NC(=O)C1CC1)c1cccc(Cl)c1	-9%	7%	-4%	-11	0%	-3%	21%	-1%	-1%
O=C(c1cnccn1)N1CCc2c([nH]c3ccccc23)C1c1cccc(Cl)c1 (centres undefined)	-14%	-21%	-3%	0	-1%	-11%	36%[activator]	-8%[60.1 µM]	3%
O=C(CN1CCCC1)N1c2ccccc2Sc2ccc(C(F)(F)F)cc21	-4%	-12%	0%	-3	?	4%	-9%	-9%	-14%
O=C(Cn1nnc2ccccc21)Nc1ccccc1[N+](=O)[O-]	0%	-16%	3%	-7	0%	-10%	?	-15%	6%
Cn1c(CNc2ccc(Cl)cc2)nnc1SCCN1CCCCC1	-11%	-21%	5%	-2	-8%	-6%	1%	-2%	19%
Cc1ccccc1-n1nc(CSc2nc3ccccc3[nH]2)c(-c2ccccc2)c1N	-10%	-18%	-6%	1	-1%	-5%	?	-12%	0%[57.1 µM]
Cc1ccc(N(C(C)C(=O)Nc2ccccc2C(=O)N2CCOCC2)S(C)(=O)=O)cc1C (centres undefined)	-6%	-13%	-2%	-3	-1%	1%	3%	-17%	13%
COc1ccc(C2Nc3ccccc3C(=O)N2NS(=O)(=O)c2ccc(C)cc2)c(OC)c1 (centres undefined)	49%[activator]	-23%	-18%	-6	-5%	-7%	17%	-18%	-2%
COC(=O)C1=C(C)Nc2nc(SCc3ccccc3)[nH]c(=O)c2C1c1cccs1 (centres undefined)	-6%	7%	0%	-4	-1%	-2%	-15%	-19%	-23%
CCOC(=O)C1CCN(C(=O)c2ccc3c(c2)sc2nc(-c4ccc(C)cc4)cn23)CC1	40%[activator]	-15%	nt	-1	-2%	-1%	3%	-13%	-11%
Cc1cccc(C)c1OCC(=O)NNC(=O)CCNC(=O)c1ccco1	nt	-14%	-12%	-6	-1%	nt	23%	-17%	nt
O=C1[C@H]2[C@@H](c3ccc(F)cc3)N3C(=O)N(c4cccc(Cl)c4)C(=O)[C@@]3(Cc3ccc(Cl)cc3)[C@H]2C(=O)N1C1CCCCC1	-5%	-10%	1%	2	-4%	-10%	19%	3%	3%
O=S(=O)(NCCSc1nc2ccccc2o1)c1ccccc1	-18%	-17%	-4%	-1	-6%	-6%	-8%	-7%	-2%
Cc1cccc(C(=O)N2CCc3cc(CNC(=O)c4ccnn4C)ccc32)c1	-1%	11%	nt	2	-2%	-2%	-25%	-6%[60.1 µM]	5%
Cc1ccc(S(=O)(=O)Nc2c(C)n(C)n(-c3ccccc3)c2=O)cc1C(=O)NCc1ccccc1	nt	-2%	11%	0	0%	nt	3%	-1%	nt
CO/N=C/C=C1/N(C)c2ccccc2C1(C)C	-7%	-8%	9%	-2	1%	-2%	-10%	-10%	-19%
O=C(Cn1cnc2c(NCc3ccccc3)ncnc21)NCCc1cc2ccccc2[nH]1	nt	-8%	-15%	-7	-3%	nt	3%	-16%	nt
c1ccc(CNc2c3c(nc4ncnn24)CCCC3)nc1	0%	1%	-10%	-2	-1%	0%	?	3%	2%
COc1ccc(N(CC(=O)Nc2cc(C)on2)S(=O)(=O)c2cc(C)ccc2C)cc1	-5%	-12%	-4%	4	0%	-18%	-6%	-16%	3%
CCOc1ccc2nc(Cl)c(C3CC(c4ccccc4)=NN3C(=O)c3cccs3)cc2c1 (centres undefined)	30%	-12%	?	1	-2%	-3%	8%	14%	-4%
Cc1cc(NC(=O)CON=C(N)CC(=O)Nc2ccccc2Cl)ccc1Br	nt	?	-8%	9	-5%	nt	?	-5%	nt
COc1ccc(/C=C/C(=O)Oc2cc(O)cc(O)c2)cc1	1%	-3%	-6%	-13	-3%	-11%	-4%	-3%	7%
Cc1cc(C(F)F)n2nc(C(=O)Nc3ccc(C(C)C)cc3)nc2n1	-15%	-4%	nt	-7	-2%	0%	-14%	-6%	11%
COc1ccccc1C(=O)Nc1nnc(SCc2cc(=O)c3ccccc3[nH]2)s1	-5%	-3%	nt	-2	-7%	-14%	?	1%[60.1 µM]	-11%
O=C(C#Cc1ccccc1)c1ccc([N+](=O)[O-])cc1	-17%	-14%	1%	-6	4%	-11%	34%[activator]	3%	16%
O=C1NC(=O)C(CC(=O)N(c2ccccc2)C2(C(=O)NC3CCCC3)CCCCC2)N1 (centres undefined)	-8%	-2%	-5%	-3	-7%	2%	9%	-7%	17%
Fc1ccc(-c2nnc3n2CCCCC3)cc1	-11%	-9%	?	0	1%	2%	69%[activator]	9%	-2%
CC1(C)CC(=O)C2=C(C1)OC(N)=C(C#N)C2C#Cc1ccccc1 (centres undefined)	-14%	1%	-4%	3	?	2%	-4%	-8%	53%
NC(=O)CNc1n[nH]c(=S)[nH]c1=O	-3%	8%	14%	-2	-2%	0%	14%	-13%	12%
COc1ccc(CC2(CO)CCN(Cc3ccc(OC(F)(F)F)cc3)CC2)cc1	-17%	-9%	23%	1	-4%	-6%	23%	-1%	-7%
CCNC(=O)C(=O)NCCC1CCCCN1S(=O)(=O)c1cccs1 (centres undefined)	nt	1%	19%	-6	-2%	nt	36%[activator]	-17%	nt
COC(=O)N1c2ccccc2C=Cc2ccccc21	-4%	-17%	-7%	5	-2%	-4%	126%[activator]	-1%	3%
COc1ccc(-c2c(NC(=O)c3ccco3)n(C)c3ccccc3c2=O)cc1	-6%	0%	2%	-6	-1%	-2%	19%	-9%	6%
Cc1c(Cl)cccc1NC(=S)N1CCCCCC1	?	9%	-3%	-1	-3%	1%	4%	-9%	27%
O=S(=O)(c1ccc2oc3ccc(S(=O)(=O)N4CCCCC4)cc3c2c1)N1CCCCC1	-9%	7%	-5%	0	-5%	-2%	11%	0%	22%
CCCCn1c(=NC(=O)c2ccc3c(c2)OCO3)c(C#N)cc2c(=O)n3cccc(C)c3nc21	-18%	?	0%	1	-4%	-2%	?	-18%	-18%
O=C(NCc1cccc(Br)c1)C1CC(c2ccccc2[N+](=O)[O-])=NO1 (centres undefined)	nt	-8%	nt	-7	5%	nt	?	-6%	nt
COc1ccc(Cl)cc1NC(=O)CSc1nc(NS(=O)(=O)c2ccc(C)cc2)cc(=O)[nH]1	4%	3%	18%	-4	-2%	-4%	93%[activator]	-16%	7%
C=CC[C@@H]1C=C[C@H](O/N=C/[C@@H](NS(=O)(=O)c2ccc(C)cc2)[C@H](C)/C=C/CC(=O)OC)[C@@H](CO)O1	-6%	nt	0%	nt	nt	3%	nt	nt	20%
Cc1ccccc1OCC(=O)Nc1cnn(CCCC(=O)O)c1	-5%	-16%	31%	-4	-2%	-1%	-22%	-4%	91%
C/C(=N\NS(=O)(=O)c1ccc(C)cc1)c1ccc(Br)s1	-20%	2%	-3%	-4	-2%	-6%	-3%[58.9 µM]	-6%	1%
CCOC(=O)c1cccc(OCC(O)CNCCOc2ccccc2F)c1 (centres undefined)	-10%	-6%	22%	-18	-4%	-1%	9%	1%	2%
Cc1nn(Cc2ccc(Cl)cc2)c(C)c1NC(=O)/C=C/c1cnn(C)c1	-18%	-9%	0%	-5	-5%	2%	12%	-12%	13%
CC(Oc1ccccc1)C(=O)Nc1ccccc1C(=O)OCc1cc(=O)n2nc(C(C)C)sc2n1 (centres undefined)	3%	-14%	nt	-11	1%	-3%	14%	-12%[60.1 µM]	2%
Cc1ccccc1Cn1c([N+](=O)[O-])cnc1C	-5%	12%	4%	2	-3%	-2%	25%	6%	-28%
O=C(CSc1nnc(Cc2cccs2)n1CCc1ccccc1)N1CCCc2ccccc21	-1%	-6%	-4%	-3	-2%	-7%	-5%[58.9 µM]	-5%	-5%
CC(=O)Nc1ccc(NC(=O)C(C)OC(=O)CNC(=O)c2sc3ccccc3c2Cl)cc1 (centres undefined)	3%	-13%	-4%	-5	-3%	-5%	5%	-3%	-3%
Cc1c(Cc2ccccc2)c(=O)oc2cc(OCC(=O)N[C@@H](Cc3ccccc3)C(=O)O)ccc12	-5%	-15%	0%	-7	-3%	3%	0%	-18%	1%
O=C(Nc1ccc(Cl)cc1)Nc1ccc(Br)cn1	0%	3%	11%	0	-2%	0%	-9%	3%	-1%
Cc1cccc(C(=O)O[C@@H]2[C@H](Cc3ccccc3)NS(=O)(=O)[C@H]3C[C@@H]4C=C[C@]23O4)c1	nt	-11%	-25%	-3	-5%	nt	0%	8%	nt
COc1ccc(Cl)cc1NC(=O)c1cc(-c2ccc(C)cc2O)n[nH]1	-13%	-20%	4%	-8	-5%	-2%	20%	-9%	-20%
COc1ccc(NC(=O)N2CCC(Cc3ccccc3)CC2)cc1	-24%	-21%	-4%	2	1%	-5%	?	-15%	2%
Cc1oc(-c2ccccc2)nc1CNC(=O)NC1CCCCC1	10%	-18%	nt	2	-2%	-1%	19%	-4%[60.1 µM]	-3%
COC(=O)c1sc(-c2cccs2)cc1N	-5%	-27%	0%	-2	6%	-2%	14%	-3%	-10%

Complete entries from above. Order of screens: Apoferritin bind	Pol eta inh	APEX1 inh	LDHA block	Glioma ERSR ind	BLM helicase inh	POLI inh	POLK inh	POLB inh
Cc1cccc(C(=O)O[C@@H]2[C@H](Cc3ccccc3)NS(=O)(=O)[C@H]3C[C@@H]4C=C[C@]23O4)c1 as listed: nt	-11%	-25%	-3	-5%	nt	0%	8%	nt
Cc1c(Cc2ccccc2)c(=O)oc2cc(OCC(=O)N[C@@H](Cc3ccccc3)C(=O)O)ccc12 as listed: -5%	-15%	0%	-7	-3%	3%	0%	-18%	1%
O=C(Nc1ccc(Cl)cc1)Nc1ccc(Br)cn1 as listed: 0%	3%	11%	0	-2%	0%	-9%	3%	-1%
Cc1ccccc1Cn1c([N+](=O)[O-])cnc1C as listed: -5%	12%	4%	2	-3%	-2%	25%	6%	-28%
